# MITF inh: blocks human microphthalmia-associated transcription factor; inhibition, % at 2.6 µM; AlphaScreen MITF homodimerization, bead proximity signal; 650,000 compounds, 0.91% hits; O75030; in the data active = inhibition above about 50%;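 note: 0% = vehicle wells with protein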
# FBW7 act: human FBW7 E3 ligase activation, primary screen; Q969H0; AlphaScreen FBW7–phospho-cyclin E peptide binding, activator screen; normalized activity (activation), % at 26.1 µM; 650,000 compounds, 0.13% hits; AID 1259310; in the data active = normalized activity above about 1.9%;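 note: purified mutant Fbw7 with reduced substrate affinity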
# Target sequence (Q969H0 whole entry, looked up): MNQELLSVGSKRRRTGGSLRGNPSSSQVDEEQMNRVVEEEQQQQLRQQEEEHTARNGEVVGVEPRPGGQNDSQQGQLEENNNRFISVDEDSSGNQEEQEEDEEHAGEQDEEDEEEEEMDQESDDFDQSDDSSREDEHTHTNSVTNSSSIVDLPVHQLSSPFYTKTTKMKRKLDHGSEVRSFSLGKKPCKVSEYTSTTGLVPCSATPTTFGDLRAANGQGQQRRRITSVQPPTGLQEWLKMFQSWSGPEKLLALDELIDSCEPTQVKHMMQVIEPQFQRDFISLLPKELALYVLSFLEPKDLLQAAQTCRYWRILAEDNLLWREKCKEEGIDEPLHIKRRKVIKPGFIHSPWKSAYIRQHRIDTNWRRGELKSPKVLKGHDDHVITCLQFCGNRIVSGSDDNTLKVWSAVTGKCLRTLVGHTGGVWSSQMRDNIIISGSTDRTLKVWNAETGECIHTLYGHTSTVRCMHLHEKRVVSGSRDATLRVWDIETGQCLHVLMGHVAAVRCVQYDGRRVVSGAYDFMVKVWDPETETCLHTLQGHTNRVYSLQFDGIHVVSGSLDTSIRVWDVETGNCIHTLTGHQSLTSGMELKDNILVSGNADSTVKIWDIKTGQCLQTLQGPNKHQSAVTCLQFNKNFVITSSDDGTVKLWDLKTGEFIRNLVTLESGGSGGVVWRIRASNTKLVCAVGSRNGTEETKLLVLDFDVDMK
# GPR151 activ: human GPR151 activation | Q8TDV0 | PathHunter beta-arrestin GPR151 cells, luminescence | activation, % at 11.2 µM | 650,000 compounds, 1% hits | AID 1508602; in the data active = activation above about 4.9%;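 note: 0% = median of compound wells and 100% = cells with positive control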
# Target sequence (Q8TDV0 whole entry, looked up): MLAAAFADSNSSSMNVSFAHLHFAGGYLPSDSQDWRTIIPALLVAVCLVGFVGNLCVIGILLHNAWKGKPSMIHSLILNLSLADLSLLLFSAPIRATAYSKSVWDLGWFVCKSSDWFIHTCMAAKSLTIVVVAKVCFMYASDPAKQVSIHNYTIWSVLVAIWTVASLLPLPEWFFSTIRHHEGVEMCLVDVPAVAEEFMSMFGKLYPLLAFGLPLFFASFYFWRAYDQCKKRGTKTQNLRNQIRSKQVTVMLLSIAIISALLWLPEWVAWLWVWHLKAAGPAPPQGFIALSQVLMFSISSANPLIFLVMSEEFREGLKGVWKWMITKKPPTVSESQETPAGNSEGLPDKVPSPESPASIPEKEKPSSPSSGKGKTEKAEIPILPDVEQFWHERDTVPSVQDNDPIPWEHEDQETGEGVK
# TEAD-YAP block: TEAD-YAP interaction inhibition; HEK-TIYL cells, TEAD-Gal4/YAP UAS-luciferase luminescence; inhibition, % at 9.12 µM; 640,000 compounds, 1.4% hits; in the data active = inhibition above about 32%;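 note: 0% = median of test compound wells and 100% = reference inhibitor wells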
# * marks the source's active call; other numbers are inactive results. No enrichment for hits; overall some 3.5% were active at least once.
SMILES,MITF inh,FBW7 act,GPR151 activ,TEAD-YAP block
CCCCCCC1CC(C)(c2csc(Nc3ccccc3Cl)n2)OC1=O (stereo not drawn),18,-0.2,0.4,1
Nc1ccc2sc3ccccc3c(=O)c2c1,-6,2.1*,-2.1,-54
CC(=O)NC(=S)Nc1cccc([N+](=O)[O-])c1,15,-0.1,2.1,-4
CCC1CCN(C(=O)Nc2ccccc2C)CC1,6,0.0,-0.7,-1
O=C(c1cc2n(n1)C(C(F)(F)F)CC(c1ccccc1)N2)N1CCN(Cc2ccccc2)CC1 (stereo not drawn),-1,0.1,-0.9,-4
CS(=O)(=O)N(CC(=O)N1CCOCC1)c1cccc2ccccc12,12,-0.1,0.2,-1
Cc1c(C(=O)N2CCC(C)CC2)sc2ncnc(N3CCN(c4ccccc4F)CC3)c12,13,1.7,-0.4,-12
Cc1nn(Cc2ccccc2)c(C)c1CC(=O)O,21,0.1,-0.8,5
C/C(=C\c1ccccc1)CN1CCc2nnc(C3CCCO3)n2CC1 (stereo not drawn),8,0.0,0.4,9
CC(c1ccccc1F)n1cc(C(=O)NCC2CCCO2)nn1 (stereo not drawn),4,0.1,-0.8,0
O=C(CC1Oc2ccccc2NC1=O)NC1CC1 (stereo not drawn),-4,0.0,-0.5,2
COCCOC(=O)C1=C(N)OC2=C(C(=O)CCC2)C1c1cccc([N+](=O)[O-])c1 (stereo not drawn),15,0.4,-0.4,1
COc1cccc(C(=O)NNC2CC(=O)N(c3cccc(OC)c3)C2=O)c1 (stereo not drawn),-6,-0.1,1.0,1
CC(C)c1cc(C(=O)N/N=C/c2ccc(O)cc2)n[nH]1,0,0.0,2.8,-6
Cc1cccc2c1cnn2C(=O)CCC(=O)NC1CCCC(C)C1C (stereo not drawn),-13,-0.1,1.1,-11
Cc1ccc(C(=O)Nc2c3c(nn2-c2ccccc2C)CS(=O)(=O)C3)cc1C,5,-0.3,1.1,-8
Cc1cc(-c2cccc3[nH]c(C(F)(F)F)nc23)nn1C(=O)c1ccncc1,2,-0.2,-0.9,34*
CCOc1ccc(NC(=O)c2c(O)c3cccc4c3n(c2=O)CC4)cc1,1,-0.1,1.2,-9
CSc1cccc2sc(NC(=O)C3CCCCC3)nc12,-16,0.1,2.0,-10
O=C(NCCO)c1cccc(-c2cnc3c(NCc4ccc(F)cc4)nccn23)c1,-20,-0.1,-0.8,0

# Complete entries, looked up by structure. Screens in order: MITF inh | FBW7 act | GPR151 activ | TEAD-YAP block
# Results for Cc1cccc2c1cnn2C(=O)CCC(=O)NC1CCCC(C)C1C (stereo not drawn) → -13 | -0.1 | 1.1 | -11
# Results for O=C(NCCO)c1cccc(-c2cnc3c(NCc4ccc(F)cc4)nccn23)c1 → -20 | -0.1 | -0.8 | 0

# An excerpt from above in order of formula weight, falling:
SMILES,MITF inh,FBW7 act,GPR151 activ,TEAD-YAP block
Cc1c(C(=O)N2CCC(C)CC2)sc2ncnc(N3CCN(c4ccccc4F)CC3)c12,13,1.7,-0.4,-12
O=C(NCCO)c1cccc(-c2cnc3c(NCc4ccc(F)cc4)nccn23)c1,-20,-0.1,-0.8,0
COCCOC(=O)C1=C(N)OC2=C(C(=O)CCC2)C1c1cccc([N+](=O)[O-])c1 (stereo not drawn),15,0.4,-0.4,1
Cc1cc(-c2cccc3[nH]c(C(F)(F)F)nc23)nn1C(=O)c1ccncc1,2,-0.2,-0.9,34*
COc1cccc(C(=O)NNC2CC(=O)N(c3cccc(OC)c3)C2=O)c1 (stereo not drawn),-6,-0.1,1.0,1
CCOc1ccc(NC(=O)c2c(O)c3cccc4c3n(c2=O)CC4)cc1,1,-0.1,1.2,-9
CS(=O)(=O)N(CC(=O)N1CCOCC1)c1cccc2ccccc12,12,-0.1,0.2,-1
Cc1cccc2c1cnn2C(=O)CCC(=O)NC1CCCC(C)C1C (stereo not drawn),-13,-0.1,1.1,-11
C/C(=C\c1ccccc1)CN1CCc2nnc(C3CCCO3)n2CC1 (stereo not drawn),8,0.0,0.4,9
CC(c1ccccc1F)n1cc(C(=O)NCC2CCCO2)nn1 (stereo not drawn),4,0.1,-0.8,0
CSc1cccc2sc(NC(=O)C3CCCCC3)nc12,-16,0.1,2.0,-10
O=C(CC1Oc2ccccc2NC1=O)NC1CC1 (stereo not drawn),-4,0.0,-0.5,2
Cc1nn(Cc2ccccc2)c(C)c1CC(=O)O,21,0.1,-0.8,5

# Next section
SMILES,MITF inh,FBW7 act,GPR151 activ,TEAD-YAP block
CC1(C)NC(C)(C)c2nonc2/C1=N\O,0,0.0,-0.2,-7
c1ccc(CSCCSc2nc3ccccc3s2)cc1,10,0.5,0.0,-12
CCC(C)NC(=O)CN(c1ccc(Br)cc1)S(=O)(=O)c1ccccc1 (stereo not drawn),6,1.8,-0.2,-6
Nc1nonc1-n1nnc(C(=O)c2ccccc2)c1-c1ccccc1,-5,0.0,0.8,3
O=C(NC(C(Cl)(Cl)Cl)S(=O)(=O)c1ccccc1)c1cccc([N+](=O)[O-])c1 (stereo not drawn),12,0.3,-0.6,9
O=C(Oc1ccc2sc(=O)oc2c1)c1ccco1,17,-0.1,-0.3,8
COc1ccccc1C1C2CCCC=C2C(C#N)=C(N)C1(C#N)C#N (stereo not drawn),4,0.0,1.0,1
O=C(CSc1ccc2nc(-c3ccccc3)cn2n1)NCc1ccccc1Cl,2,0.2,0.5,-24
O=C(Nc1ccc(Br)cn1)c1ccc(Oc2ccccc2)cc1,4,0.1,1.3,-63
CC1=C(C(=O)OC2CCCC2)C(c2ccc(O)c([N+](=O)[O-])c2)NC(=O)N1 (stereo not drawn),-3,0.0,0.0,5
Cc1ccc(Oc2nc3c(C)cccn3c(=O)c2/C=C(\C#N)C(=O)N2CCCCC2)cc1,10,0.1,0.1,11
Cc1ccc(OCC(=O)NNC2=C(C(=O)C(F)(F)F)CCC2)cc1C,14,-0.2,0.6,7
COc1ccc(C2C(C(=O)N3CCCCCC3)c3ccccc3C(=O)N2Cc2ccc(F)cc2)cc1 (stereo not drawn),-3,0.1,0.5,1
O=C(N/N=C/C(Br)=C/c1ccccc1)C(O)c1ccccc1 (stereo not drawn),-2,-0.1,0.3,-15
CCOC(=O)C1=C(C)n2c(s/c(=C/c3cc(Br)c(O)c(OC)c3)c2=O)=NC1c1ccc(O)c(OC)c1 (stereo not drawn),5,0.1,2.1,-6
CCOC(=O)N1CCN(C(=O)CN(c2cccc([N+](=O)[O-])c2)S(C)(=O)=O)CC1,36,-0.1,1.2,6
Cc1[nH]c(=S)[nH]c(=O)c1C(C)C,1,-0.1,-1.1,-3
C=CCSc1nnc2c(n1)OC(c1ccc(OCC)c(OC)c1)N(C(C)=O)c1ccccc1-2 (stereo not drawn),16,0.2,-1.1,8
Cc1nc2c(C)cccn2c1C(=O)N1CC(C)OC(C)C1 (stereo not drawn),-2,-0.3,-1.0,7
Cc1cn2c3c(=O)n(C)c(=O)n(C)c3nc2n1-c1cccc(F)c1,19,0.1,-0.2,7
CCOC(=O)c1ccc(Cn2c3ccccc3c3nn4cc(-c5ccc(F)cc5)nc4nc32)o1,11,-0.1,-0.1,-8
CSC1=C(C#N)C(c2ccccc2Cl)C(C(C)=O)=C(C)N1 (stereo not drawn),-2,-0.2,0.8,-10
N#Cc1ccc(Oc2ccc(N3C(=O)c4ccc(Oc5ccccc5)cc4C3=O)cc2)cc1,8,0.0,1.7,3
CSc1ccccc1NC(=O)c1ccc(S(=O)(=O)c2ccccc2Cl)c([N+](=O)[O-])c1,2,0.0,-0.4,14
O=C(Cc1ccc(Cl)cc1)NCC1(CO)CC1,13,0.1,0.2,3
OCCC1CN(Cc2cccc(F)c2)CCN1CCCc1ccccc1 (stereo not drawn),11,0.3,0.9,7
CCN1C(=O)S/C(=C\c2cc(Br)ccc2OCC(=O)O)C1=O,1,-0.4,1.6,2
Cc1csc(NC(=O)CSc2nnc(-c3cccnc3)n2-c2ccccc2C)n1,-2,0.0,0.7,62*
CC(C)C(NC(=O)CN(c1ccc([N+](=O)[O-])cc1)S(=O)(=O)c1ccccc1)C(C)C,-8,-0.1,0.0,-4
CN1C(=O)NC(c2ccc(C(=O)O)cc2)C(C(=O)c2cccs2)C1(O)C(F)(F)F (stereo not drawn),-1,0.1,-1.3,-18
CCN(CC)S(=O)(=O)c1ccc(NC(=O)c2cnc(C)cn2)cc1,-6,-0.2,-0.2,-1
CCCOc1ccc(C2C(C(=O)OCCSCC)=C(C)NC3=C2C(=O)C(C(=O)OC)C(C)C3)cc1 (stereo not drawn),1,0.3,-0.7,-3
O=C(Nc1ccc2c(c1)OCCO2)c1cc2ccccc2o1,6,0.1,-3.9,30
O=C(C1CC1)N1CCc2cc(Br)cc(S(=O)(=O)Nc3cccc(F)c3)c21,11,0.0,1.0,42*
Cc1ccc2c(c1)CN(Cc1ccccc1O)CC(C)O2 (stereo not drawn),7,-0.1,0.7,2
CC(C)CNC(CC(=O)Nc1cc(Cl)ccc1Cl)C(=O)O (stereo not drawn),-1,-0.1,0.1,-11
NS(=O)(=O)c1ccc(CCNS(=O)(=O)c2ccc([N+](=O)[O-])cc2)cc1,-9,-0.3,-0.1,5
O=C1CCCC(=O)N1c1ccc(O)cc1,15,0.1,0.6,-2
CC(C)CCN1C(=O)CC(NNC(=O)c2ccc(COc3ccc(Cl)cc3)cc2)C1=O (stereo not drawn),-6,0.1,-1.8,-7
COCC1CCCCN1C(=O)c1ccc(OC2CCN(Cc3ccccn3)CC2)cc1 (stereo not drawn),15,0.0,-0.7,3
O=c1c2c3c(sc2[nH]c(=S)n1C1CCCCC1)CCCC3,0,0.0,-1.3,-2
Cc1ncc(CO)c2cc(C(N)=O)c(=Nc3ccccc3)oc12,-13,0.0,0.8,-5
Cc1ccc(Cl)cc1NC(=O)COc1c(C)cccc1C,10,0.2,-0.4,4
O=C(Nc1ccccc1Cl)C(Cc1ccccc1)N1C(=O)C2C3CCC(C3)C2C1=O (stereo not drawn),-18,0.0,0.9,-3
Cc1ccc(C(=O)N2CCCC(CCC(=O)N3CCN(c4ccccn4)CC3)C2)cc1C (stereo not drawn),4,3.6*,-0.6,3
O=C(NC1CCCCC1)N[C@H]1C[C@H]2C(=O)N[C@@H](Cc3ccc(Cl)cc3)C(=O)N2C1,-22,0.1,-0.5,-3
CC(C)C[C@H]1NC(=O)[C@H]2CN(Cc3cn(C)nc3-c3ccccc3)CCN2C1=O,9,0.3,-1.4,-5
CCn1ccc2c(OCC(=O)Nc3ccc(F)cc3)cccc2c1=O,7,0.2,0.5,10
C=CCn1c2ccccc2c2nnc(SCC(=O)N=C3NC(=O)CS3)nc21,12,-0.1,0.0,6
CCOC(=O)c1c(NC(=O)C2C3C=CC(C3)C2C(=O)O)sc2c1CC(C)CC2 (stereo not drawn),-4,-0.4,-0.3,37*
# Following part:
SMILES,MITF inh,FBW7 act,GPR151 activ,TEAD-YAP block
CCCOc1ccc(C(=O)Nc2cc(-c3nc4ccccc4s3)ccc2C)cc1,-10,-0.3,0.4,-8
COC(=O)c1c(NC(=O)C(Cl)(Cl)Cl)sc(C(=O)N(C)C)c1C,4,-0.2,-0.4,-33
COc1cc(C#N)ccc1OCC(=O)Nc1ccc(Cl)c([N+](=O)[O-])c1,-7,-0.1,-1.6,0
COc1ccc(-c2cc(-c3ccccc3)nc(SCC(=O)Nc3nccs3)c2C#N)cc1,-14,-0.1,-0.7,3
Cc1ccc(-c2csc(NC(=O)N3CCOCC3)n2)cc1,6,0.1,-1.6,-2
CCNC(=O)CSc1ncnc2c1nnn2CC,0,0.3,0.2,-7
O=C(NCC1CCCO1)c1cc(-c2ccccn2)nc2ccccc12 (stereo not drawn),18,-0.1,2.1,8
O=c1[nH]nc(C[N+](=O)[O-])c2ccccc12,-2,0.2,1.1,9
CCC(C)NC(=O)c1ccc(OC(C)=O)cc1 (stereo not drawn),10,0.1,0.2,5
CC1CCc2oc3ccc(NS(=O)(=O)c4ccc5ccccc5c4)cc3c2C1 (stereo not drawn),-4,-0.2,0.3,2
O=C1c2ccccc2C(=O)N1CN(C(=O)c1ccc(Cl)cc1)c1cc(Cl)cc(Cl)c1,11,0.1,-0.7,4
COc1ccc(N2CCN(c3nc4ccccc4c4nc(-c5cccnc5)nn34)CC2)cc1,2,0.1,0.0,2
COC(=O)[C@@H]1C[C@H](NC(=O)c2cc(OC)cc(OC)c2)CN1Cc1ccc2ccccc2c1,9,1.2,-1.2,5
Cc1csc(NC(=O)CSc2nc(O)c(C)c(=O)[nH]2)n1,-4,0.0,0.2,-4
COc1ccc(NC(=O)c2cn(-c3ccc(F)cc3F)c(=O)c3ccccc23)c(OC)c1,9,0.0,4.0,16
CCOC(=O)CNc1ccc(C)c(C)c1,8,0.0,2.2,-7
COc1ccc(-n2nc3c(c2NC(=O)C(C)C)CS(=O)C3)cc1 (stereo not drawn),-6,0.1,-0.6,8
CCOc1ccccc1CNC(=O)CC(C(=O)N1CCc2ccccc21)n1ccnc1 (stereo not drawn),8,0.1,0.1,1
COc1cccc(NC(=O)C2C(c3ccccc3)C2(Cl)Cl)c1 (stereo not drawn),-4,0.1,-0.6,1
O=C(Nc1cc(C(F)(F)F)ccc1F)c1cnccn1,1,0.0,-1.1,-12
Cc1ccc(CC2(CCC(=O)NCC(C)Oc3cccnc3)CCC(=O)N2)cc1 (stereo not drawn),-3,0.0,-0.3,0
CCOC(=O)C1CCN(C(=O)c2c[nH]c3ccc(S(=O)(=O)N(C)c4ccccc4OCC)cc3c2=O)CC1,7,0.1,-0.4,0
CCCc1ccc(OCC(=O)Nc2cc(S(=O)(=O)CC)ccc2O)cc1,-22,0.5,-1.0,3
N#C/C(=C(/O)COC(=O)CCCNC(=O)c1ccc(Cl)cc1)c1nc2ccccc2[nH]1,-1,-0.3,0.6,-5
COc1ccc(Cn2nnnc2CN2CCOCC2)cc1,-1,0.2,-1.0,-6
O=C1NC2=C(C(=O)CCC2)C(c2ccccc2Cl)N1 (stereo not drawn),13,0.1,0.2,4
c1ccc2c(NCC3CCCO3)nc(N3CCCCC3)nc2c1 (stereo not drawn),-4,-0.1,2.0,1
